AmpC detergent – qHTS Inhibitors of AmpC Beta-Lactamase (assay with detergent). P00811. AmpC hydrolysis of nitrocefin, absorbance 480 nm, 0.01% Triton. Potency, µM (highest dose often 114 µM), for the others: top-dose activity change, negative = inhibition, most hits filed as inhibitors. 370,000 tested, 0.041% active;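 also: potency is read from the fitted curve at half-maximal effect; 0% = no-compound wells and -100% = no-enzyme wells; nearly all actives have a fitted effect of over 25% in size; some results filed as inactive show a strong effect at the top dose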
Target sequence (P00811 whole entry, looked up): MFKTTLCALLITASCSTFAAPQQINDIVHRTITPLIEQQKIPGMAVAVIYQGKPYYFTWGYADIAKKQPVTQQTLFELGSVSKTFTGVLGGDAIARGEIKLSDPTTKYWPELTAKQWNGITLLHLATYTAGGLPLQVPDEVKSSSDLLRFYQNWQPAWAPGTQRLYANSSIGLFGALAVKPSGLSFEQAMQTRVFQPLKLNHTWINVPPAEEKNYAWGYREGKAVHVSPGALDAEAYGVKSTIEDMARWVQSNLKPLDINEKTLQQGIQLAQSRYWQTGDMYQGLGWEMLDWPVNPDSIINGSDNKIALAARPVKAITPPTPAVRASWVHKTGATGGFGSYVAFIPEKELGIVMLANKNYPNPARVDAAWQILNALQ
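20 mM phosphate pH 7.0 + 0.01% (detergent screen) or 0.0001% Triton X-100; 5.3 nM AmpC reagent; cpd preinc 15 min RT; nitrocefin (800 uM stock) to start; A480 q20 s × 4 min; Activity was normalised to no-enzyme and no-compound control wells.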
AmpC inh no detg – qHTS Inhibitors of AmpC Beta-Lactamase (assay without detergent). 330,000 tested, 0.52% active. Potency, µM (titrated, usually from 57.1 µM), for inactives: top-dose activity change, negative = inhibition, most hits filed as inhibitors. P00811. AmpC nitrocefin hydrolysis, absorbance 480 nm, 0.0001% Triton;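 also: potency is read from the fitted curve at half-maximal effect; plate controls were no compound for no effect and no enzyme for full effect; nearly all actives have a fitted effect of over 20% in size; some results filed as inactive show a strong effect at the top dose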
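20 mM phosphate pH 7.0 + 0.01% (detergent screen) or 0.0001% Triton X-100; 5.3 nM AmpC reagent; cpd preinc 15 min RT; nitrocefin (800 uM stock) to start; A480 q20 s × 4 min; Activity was normalised to no-enzyme and no-compound control wells.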
HCMV antiviral – qHTS Assay for inhibitors of the human cytomegalovirus (HCMV) | HFF cells, HCMV-luciferase reporter, 72 h; stronger effect = lower value | activity change, negative = inhibition, % at 57.5 µM | 410,000 tested, 4.5% active | AID 1259415, 2018; in the data active = activity change below about -60%; inconclusive = no clear call, values can overlap the other calls; inactive = above about -39%
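Human foreskin fibroblasts infected with luciferase-reporter HCMV at MOI 1 PFU/cell, compounds at two doses. Luciferase measured 72 h post infection; normalized to buffer-only basal and Salinomycin (10uM) controls.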
Sm TGR inh – qHTS Assay for the Inhibitors of Schistosoma Mansoni Peroxiredoxins. 360,000 tested, 3% active. AID 485364, 2010. purified TGR, DTNB reduction, TNB absorbance 405 nm. Potency, µM (titrated, usually from 114 µM), for inactives: at the top dose activity change, negative = inhibition, hits mostly inhibitors; also: potency is read from the fitted curve at half-maximal effect; nearly all actives have a fitted effect of over 60% in size
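Kinetic colorimetric format: TGR-catalysed, NADPH-driven DTNB reduction monitored via TNB absorbance. Enzyme dispensed at 20 nM; compound exposure 15 min at room temperature before reaction start.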
HCV inhibitor – qHTS Assay for Inhibitors of Hepatitis C Virus (HCV); 340,000 tested, 3.4% active; AID 651820, 2012; Huh7.5.1 HCVcc-Cre infection, luciferase reporter, 44 h; Potency, µM (titrated, usually from 41.8 µM), without a hit: at the top dose activity change, negative = inhibition, actives largely listed as inhibitors; also: potency is read from the fitted curve at half-maximal effect
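Compounds are dispensed onto cells plated 4 h earlier at 1,000 per well, with HCVcc-Cre virus (about 0.5 moi) added next. Following 44 h of culture, luminescent signal is measured for 15 sec after 15 min with substrate at room temperature.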
FBPA Giardia inh – qHTS Assay for Inhibitors of Fructose-1,6-bisphosphate Aldolase from Giardia Lamblia; Potency, µM (top dose mostly 59.6 µM), for the others: top-dose activity, negative = inhibition, most hits filed as inhibitors; purified Giardia FBPA; 290,000 tested, 0.71% active; A8B2U2; also: potency is read from the fitted curve at half-maximal effect; nearly all actives have a fitted effect of over 55% in size
Target sequence (A8B2U2 whole entry, looked up): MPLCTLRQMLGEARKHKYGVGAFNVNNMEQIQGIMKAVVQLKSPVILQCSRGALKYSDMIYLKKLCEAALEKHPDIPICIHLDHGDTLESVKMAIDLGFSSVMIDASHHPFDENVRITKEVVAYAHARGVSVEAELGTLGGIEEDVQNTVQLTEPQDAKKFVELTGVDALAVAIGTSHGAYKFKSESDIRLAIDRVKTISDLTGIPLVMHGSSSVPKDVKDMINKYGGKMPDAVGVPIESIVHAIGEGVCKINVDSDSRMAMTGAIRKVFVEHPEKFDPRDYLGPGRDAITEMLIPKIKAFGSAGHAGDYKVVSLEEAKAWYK
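Giardia FBPA (40 nM reagent) was preincubated 10 min at RT with compound (up to 57.5 uM final), then substrate plus GAPDH/TPI/NAD/arsenate coupling system with diaphorase/resazurin was added; resorufin fluorescence (525/598 nm) was read after 20 min.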
* = called active by the depositor; & = joins results of further samples; [ ] = remark or other dose. Unless noted, calls follow the shape of the dose curve; as a rule, active = well fitted curve in the direction sought with a large enough effect; inconclusive = small, poorly fitted or top-dose-only effect, or another doubt; inactive = no such curve, though single readings can be large; an effect the other way counts as inactive or inconclusive. Unless noted, % is scaled to controls: 0 for no effect and ±100 for the full control effect. No enrichment for hits; any-hit rate near 9.9%.

What do the screens show for `O=c1[nH]c(=O)n(-c2cccc3ccccc23)c(O)c1/C=N/N1CCCCC1c1cccnc1` (stereo unspecified)?
AmpC detergent: -6%; AmpC inh no detg: -18%; HCMV antiviral: -2; Sm TGR inh: -17%; HCV inhibitor: 5%; FBPA Giardia inh: 0%

Results for Cc1ccc2c(CN3CCN(C(=O)c4ccc(Br)cc4)CC3)cc(=O)oc2c1 ?
AmpC detergent: 6%; HCMV antiviral: 38; Sm TGR inh: 3%

How did CCOC(=O)C1CCCN(Cc2nc(N)nc(Nc3ccc(Cl)cc3)n2)C1 (stereo unspecified) do in these assays?
AmpC detergent: -9%; AmpC inh no detg: 12%; HCMV antiviral: inconclusive; Sm TGR inh: -28%; HCV inhibitor: inconclusive; FBPA Giardia inh: -5%

How did COc1ccc2oc(=O)cc(C)c2c1 do in these assays?
AmpC detergent: -19%; AmpC inh no detg: -11%; HCMV antiviral: 39; Sm TGR inh: 2%; HCV inhibitor: -20%; FBPA Giardia inh: 3%

Results for CCOc1ccc(NS(=O)(=O)c2cc3c4c(c2)CCN4C(=O)CC3)cc1 ?
AmpC detergent: -22%; AmpC inh no detg: -3%; HCMV antiviral: -39; Sm TGR inh: -8%; HCV inhibitor: 2%

Results for CCOc1cc(CNCCSc2nnnn2C)ccc1OCc1ccc(Cl)cc1Cl ?
AmpC detergent: 0%; HCMV antiviral: -99*; Sm TGR inh: 1%

How did CCc1ccc(Sc2cc(C(=O)NCCCOC(C)C)c3ccccc3n2)cc1 do in these assays?
AmpC detergent: -5%; HCMV antiviral: -35; Sm TGR inh: 2%

Results for COc1ccc(N2CCN(Cc3nc4c(c(=O)[nH]c(=O)n4C)n3CC(C)=O)CC2)cc1 ?
AmpC detergent: -9%; AmpC inh no detg: -4%; HCMV antiviral: 57; Sm TGR inh: 0%; HCV inhibitor: 9%; FBPA Giardia inh: -5%

Results for O=C1NN(c2ccc(Br)cc2)C(=O)/C1=C\c1ccc(O)cc1O ?
AmpC detergent: -12%; AmpC inh no detg: inconclusive; HCMV antiviral: 13; Sm TGR inh: -10%; HCV inhibitor: -22%; FBPA Giardia inh: -11%

What do the screens show for `O=C(CCNS(=O)(=O)c1ccccc1C(F)(F)F)NC1CCCCCC1`?
AmpC detergent: 0%; AmpC inh no detg: -1%; HCMV antiviral: -15; Sm TGR inh: 3%; HCV inhibitor: -23%

Next section, starting with the last 2 of the part before.
Results for O=C1NN(c2ccc(Br)cc2)C(=O)/C1=C\c1ccc(O)cc1O ?
AmpC detergent: -12%; AmpC inh no detg: inconclusive; HCMV antiviral: 13; Sm TGR inh: -10%; HCV inhibitor: -22%; FBPA Giardia inh: -11%

What do the screens show for `O=C(CCNS(=O)(=O)c1ccccc1C(F)(F)F)NC1CCCCCC1`?
AmpC detergent: 0%; AmpC inh no detg: -1%; HCMV antiviral: -15; Sm TGR inh: 3%; HCV inhibitor: -23%

Results for O=C(Cn1nnc(-c2cccs2)n1)OC1CCCCC1 ?
AmpC detergent: 1%; AmpC inh no detg: -18%; HCMV antiviral: 25; Sm TGR inh: 8%; HCV inhibitor: 3%; FBPA Giardia inh: -2%

Results for O=c1cc(-c2ccccc2)nc(SCc2nc(-c3ccc(C(F)(F)F)cc3)no2)[nH]1 ?
AmpC detergent: 12%; HCMV antiviral: 13; Sm TGR inh: 7%

How did Fc1ccccc1CN1CCN(c2ccc(Cl)cc2)CC1 do in these assays?
AmpC detergent: 3%; AmpC inh no detg: -13%; HCMV antiviral: -12; Sm TGR inh: 6%; HCV inhibitor: 10%; FBPA Giardia inh: 9%

How did O=C(NCCc1cccnc1)C1CCC(=O)N(CCc2cccc(F)c2)C1 (stereo unspecified) do in these assays?
AmpC detergent: -1%; AmpC inh no detg: 30%; HCMV antiviral: 10; Sm TGR inh: -2%; HCV inhibitor: -16%

Results for CCOC(=O)C1CCN(S(=O)(=O)c2cc(-c3cc(C)no3)ccc2C)CC1 ?
AmpC detergent: 2%; HCMV antiviral: 0; Sm TGR inh: 8%

What do the screens show for `CCCCC12CN3CC(C)(CN(C1)C3c1ccc(O)c(OC)c1)C2=O` (stereo unspecified)?
AmpC detergent: -2%; HCMV antiviral: 4; Sm TGR inh: -5%

What do the screens show for `Cc1ccc(NC(=O)/C(C#N)=C/c2ccsc2)c(C)c1`?
AmpC detergent: -7%; AmpC inh no detg: -19%; HCMV antiviral: -33; Sm TGR inh: -4%; HCV inhibitor: 13%; FBPA Giardia inh: 0%

What do the screens show for `C=CCOc1c(CNc2ccc(S(N)(=O)=O)cc2)cccc1OC`?
AmpC detergent: inconclusive; AmpC inh no detg: -28%; HCMV antiviral: 0; Sm TGR inh: -20%; HCV inhibitor: 6%; FBPA Giardia inh: 2%

Results for CN(CCOc1ccc(Cl)cc1)C(=O)C1=CC=CN2CCS(=O)(=O)N=C12 ?
AmpC inh no detg: 0%; HCMV antiviral: -19; HCV inhibitor: -5%

What do the screens show for `Cc1cccc(NC(=O)CN2CCN(C(=O)c3c(C)nn(Cc4ccccc4)c3C)CC2)c1C`?
AmpC detergent: -8%; AmpC inh no detg: 166%[activator]; HCMV antiviral: 36; Sm TGR inh: -12%; HCV inhibitor: -5%

Results for C=CCn1c(C(C)NC(=O)c2ccccc2)n[nH]c1=S (stereo unspecified) ?
AmpC detergent: -3%; AmpC inh no detg: -3%; HCMV antiviral: -1; Sm TGR inh: 26%; HCV inhibitor: 10%; FBPA Giardia inh: inconclusive

How did Cc1cc2c(C)cc(=O)oc2c2c1NCCC2 do in these assays?
AmpC detergent: 0%; HCMV antiviral: -14; Sm TGR inh: 4%; HCV inhibitor: inconclusive; FBPA Giardia inh: -4%

How did COc1ccc(-n2cnnc2SCC(=O)Nc2cccc(S(N)(=O)=O)c2)cc1 do in these assays?
AmpC detergent: -9%; AmpC inh no detg: -14%; HCMV antiviral: 0; Sm TGR inh: 5%; HCV inhibitor: -3%; FBPA Giardia inh: -17%

How did Cc1cc(OCC(=O)N(Cc2ccco2)c2c(N)n(Cc3ccccc3)c(=O)[nH]c2=O)ccc1Cl do in these assays?
AmpC detergent: 6%; AmpC inh no detg: -48%; HCMV antiviral: 0; Sm TGR inh: inconclusive; HCV inhibitor: inconclusive

How did C#CCOCCOCCOCCNc1nc(N2CCOCC2)nc(N2CCN(C(=O)[C@H](Cc3ccc(O)cc3)n3cc([C@@H](N)CC(C)C)nn3)CC2)n1 do in these assays?
AmpC detergent: 9%; AmpC inh no detg: 134%[activator]; HCMV antiviral: 11; Sm TGR inh: -5%; HCV inhibitor: 2%; FBPA Giardia inh: 0%

How did COC1=CC(=O)C[C@@H](C)[C@]12Oc1c(Cl)c(OC)cc(OC)c1C2=O do in these assays?
AmpC detergent: -5%; AmpC inh no detg: 27%; HCMV antiviral: 12; Sm TGR inh: -2%; HCV inhibitor: inconclusive; FBPA Giardia inh: 9%&3%

How did CC1(c2ccc([N+](=O)[O-])cc2)NC(=O)N(CC(=O)Nc2cccnc2Cl)C1=O (stereo unspecified) do in these assays?
AmpC detergent: inconclusive; AmpC inh no detg: -14%; HCMV antiviral: -5; Sm TGR inh: 1%; HCV inhibitor: -21%

What do the screens show for `CC(C)(C)OC(=O)N1CCC(c2c(C(=O)NC3CCN(Cc4ccccc4)CC3)cnn2-c2ccc(F)cc2F)CC1`?
AmpC detergent: 3%; HCMV antiviral: 0; Sm TGR inh: 4%

Results for CCOC(=O)CCN1C(=O)c2ccccc2Sc2ncccc21 ?
AmpC detergent: -7%; AmpC inh no detg: 2%; HCMV antiviral: 12; Sm TGR inh: 1%; HCV inhibitor: 29%; FBPA Giardia inh: 4%

Results for CC(=O)NS(=O)(=O)c1ccc(NC(=O)c2cccc(S(=O)(=O)N3CCc4ccccc43)c2)cc1 ?
AmpC detergent: 6%; AmpC inh no detg: -38%; HCMV antiviral: -23; Sm TGR inh: 1%; HCV inhibitor: -7%; FBPA Giardia inh: 0%

Part of the list above in order of molar mass, descending.
Results for CC(=O)NS(=O)(=O)c1ccc(NC(=O)c2cccc(S(=O)(=O)N3CCc4ccccc43)c2)cc1 ?
AmpC detergent: 6%; AmpC inh no detg: -38%; HCMV antiviral: -23; Sm TGR inh: 1%; HCV inhibitor: -7%; FBPA Giardia inh: 0%

How did Cc1cc(OCC(=O)N(Cc2ccco2)c2c(N)n(Cc3ccccc3)c(=O)[nH]c2=O)ccc1Cl do in these assays?
AmpC detergent: 6%; AmpC inh no detg: -48%; HCMV antiviral: 0; Sm TGR inh: inconclusive; HCV inhibitor: inconclusive

How did CC1(c2ccc([N+](=O)[O-])cc2)NC(=O)N(CC(=O)Nc2cccnc2Cl)C1=O (stereo unspecified) do in these assays?
AmpC detergent: inconclusive; AmpC inh no detg: -14%; HCMV antiviral: -5; Sm TGR inh: 1%; HCV inhibitor: -21%

Other records follow:
How did COc1ccc(CCn2c(=N)c(C(=O)NC3CCCC3)cc3c(=O)n4cccc(C)c4nc32)cc1 do in these assays?
AmpC detergent: -3%; AmpC inh no detg: -47%; HCMV antiviral: -33; Sm TGR inh: 0%; HCV inhibitor: -13%

What do the screens show for `COc1cccc(OCC(Cn2cnc3ccccc32)OC(C)=O)c1` (stereo unspecified)?
AmpC detergent: 2%; AmpC inh no detg: 45%; HCMV antiviral: inconclusive; HCV inhibitor: inconclusive; FBPA Giardia inh: 1%

Results for CN(C)C(=O)c1cc(C(=O)c2ccc(F)cc2F)c[nH]1 ?
AmpC detergent: -7%; AmpC inh no detg: -21%; HCMV antiviral: 9; Sm TGR inh: -1%; HCV inhibitor: -16%; FBPA Giardia inh: 0%

What do the screens show for `CNCCC(Oc1ccccc1OC)c1ccccc1` (stereo unspecified)?
HCMV antiviral: -16; HCV inhibitor: inconclusive; FBPA Giardia inh: 2%

What do the screens show for `COc1cc(OC)cc(C(=O)N[C@H](C(=O)OCC(=O)c2ccc3c(c2)NC(=O)CO3)C(C)C)c1`?
AmpC detergent: -8%; AmpC inh no detg: -3%; HCMV antiviral: 25; Sm TGR inh: 0%; HCV inhibitor: 8%; FBPA Giardia inh: 0%

Results for COCCCNC(=O)COc1ccc2oc3c(c2c1)CCCC3 ?
AmpC detergent: -1%; AmpC inh no detg: 104%[activator]; HCMV antiviral: -1; Sm TGR inh: -3%; HCV inhibitor: -12%; FBPA Giardia inh: -13%

Results for O=C(NNS(=O)(=O)c1cc(Cl)cc(Cl)c1)c1sccc1-n1cccc1 ?
AmpC detergent: -1%; AmpC inh no detg: -59%; HCMV antiviral: 6; Sm TGR inh: 4%; HCV inhibitor: 17%; FBPA Giardia inh: -10%

Results for Cc1cccc(NC(=O)C2CCC(CNC(=O)[C@@H]3Cc4ccccc4CN3)CC2)c1 (stereo partly specified) ?
AmpC detergent: 1%; AmpC inh no detg: 39%; HCMV antiviral: 22; Sm TGR inh: -5%; HCV inhibitor: -9%

Results for Cc1nc2nncn2c(Nc2ccccc2)c1C ?
AmpC detergent: -1%; HCMV antiviral: -17; Sm TGR inh: -6%
